# From PubChem BioAssay
# TDP1 cell CPT: DT40-hTDP1 cell growth loss with CPT; 420,000 compounds, 12% hits; chicken DT40 Tdp1-/-;hTDP1 cells + 20 nM CPT, ATP luminescence, 48 h; AID 686979; Potency, µM (top dose mostly 46.2 µM), for inactives: at the top dose activity change, negative = growth inhibition, usual class: inhibitors; active means well fitted inhibition curve with a large enough effect; inconclusive means small, poorly fitted or top-dose-only effect; further: nearly all actives have a fitted effect of over 55% in size
#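 Chicken DT40 Tdp1-/- cells stably complemented with human TDP1 were seeded at 400 cells/well in medium containing 20 nM camptothecin, exposed to pin-transferred compounds, and grown at 37 °C for at least 48 hr. Viability was read as ATP luminescence.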
# * = called active by the depositor; ? = inconclusive; [ ] = dose if it differs, or a comment. On the % scale 0 is the no-effect control and ±100 the full control effect; potency means the concentration at half of the fitted maximal effect. These rows are one share of the data; the hit share may differ from the screen's.
SMILES,TDP1 cell CPT
N#Cc1ccccc1S(=O)(=O)N1CCN(C(=O)CN(Cc2ccco2)Cc2cccs2)CC1,?
Cc1c(C(=O)NCc2ccc3c(c2)OCCO3)sc(=O)n1Cc1ccccc1C(F)(F)F,?
CCCC(C)(C)C(=O)N1CCC1(C)C(=O)Nc1ccc2c(c1)OCCO2 (centres undefined),?
CCOc1ccccc1-c1cc(NC)ncn1,3.1%
CCc1nc2c(OCc3ccc(F)cc3)cccn2c1N(C)C(=O)c1ccco1,-18.1%
Cc1ccc(S(=O)(=O)NNC(=O)C23CCC(CC2)C3)cc1,-3.1%
COCc1ccc(CN2CCOc3c(cc(-c4cc(C)c5cccc(OC)c5n4)cc3OC)C2)o1,-5.0%[9.04 µM]
Cc1oc(-c2ccccc2NC(=O)c2cccnc2)nc1CNC(=O)C1CCCCCN1C (centres undefined),?
Cc1ccc(Cc2c(C3CCCCC3)nc3cc(C)c(Br)c(C)n23)cc1,?
Cc1ccn2c(C(C)O)nnc2c1 (centres undefined),1.2%
COCCCN1C(=O)C(CC(=O)NCCN2CCOCC2)CC(C(=O)N2CCCCCC2)=C1C (centres undefined),-12.2%
CCOC(=O)C1=CCN(S(=O)(=O)c2ccccc2F)C1c1cccc(Br)c1 (centres undefined),?
COc1cc2cc(C(=O)NCCc3c[nH]c4ccccc34)c(N)nc2cc1OC,?
CCCCN(C)C(=O)c1sc(=O)n(Cc2c(C)cccc2C)c1C,?
C[C@@H]1CN([C@@H](C)CO)C(=O)CCCn2nncc2CO[C@@H]1CN(C)C(=O)c1cc(-c2ccccc2)on1,2.3%

# Three compounds out of the list, ordered by formula weight, lowest first:
SMILES,TDP1 cell CPT
Cc1ccn2c(C(C)O)nnc2c1 (centres undefined),1.2%
CCc1nc2c(OCc3ccc(F)cc3)cccn2c1N(C)C(=O)c1ccco1,-18.1%
Cc1c(C(=O)NCc2ccc3c(c2)OCCO3)sc(=O)n1Cc1ccccc1C(F)(F)F,?

# Carrying on.
SMILES,TDP1 cell CPT
CCCCn1nnnc1C1(C)CCC(=O)N1Cc1cccc(F)c1 (centres undefined),-1.6%
O=c1c(-c2cccs2)nc2ccccc2n1C(c1ccccn1)c1nc2ccccc2[nH]1 (centres undefined),?
CC(=O)Nc1ccc(-c2ccnc3c2CC(C)(C(=O)Nc2cccc(C(C)=O)c2)O3)cc1 (centres undefined),?
O=C(C1=C(O)C(=O)N(CCN2CCOCC2)C1c1cccc([N+](=O)[O-])c1)c1cc2ccccc2o1 (centres undefined),0.4%
O=C(NCC1CC1)c1ccc(-n2ccnc2)c2ccoc12,-14.1%
COc1cc(C=NNc2ccccc2[N+](=O)[O-])cc(OC)c1OC,?
COc1ccccc1Cc1c(C2CCCCC2)nc2c3ccccc3ccn12,?
CCCS(=O)(=O)NC(=O)C1(C)CCCN(C(=O)c2cccc(Cl)c2)C1 (centres undefined),16.7%
CCOC(=O)[C@]12CCC=C1N(Cc1ccco1)C(=O)[C@H](CC(=O)N1CCCCC1)C2,-7.8%
Cn1c(NCc2ccccc2F)nc2cc(-c3ccccc3)sc2c1=O,18.4µM*
Nc1cc(Br)cc2c1[nH]c(=O)c1ccccc12,?
COC(=O)c1cccc(-n2c(C)cc(/C=C3\SC(=O)NC3=O)c2C)c1,?
CCCCC(=O)N(C)c1c(CC)nc2c(OCc3ccc(C#N)cc3)cccn12,?
COc1ccc(NC(=O)c2cccc3c(-c4ccc(OC)cc4C)coc23)cc1,?
CCCCNC(=O)c1nc(-c2cccnc2)oc1-c1ccc(OC(F)(F)F)cc1,26.0%

# 3 of the compounds above, field by field.
Structure: COc1ccccc1Cc1c(C2CCCCC2)nc2c3ccccc3ccn12
  TDP1 cell CPT = ?

Structure: CCCS(=O)(=O)NC(=O)C1(C)CCCN(C(=O)c2cccc(Cl)c2)C1 (centres undefined)
  TDP1 cell CPT = 16.7%

Structure: CCOC(=O)[C@]12CCC=C1N(Cc1ccco1)C(=O)[C@H](CC(=O)N1CCCCC1)C2
  TDP1 cell CPT = -7.8%

# More records
SMILES,TDP1 cell CPT
CCOC(=O)N1CCN(C(=O)C2CCC(=O)N(Cc3ccccc3OC)C2)CC1 (centres undefined),1.9%
CC(C)(O)C#Cc1ccc(N2C(c3ccsc3)=Cc3ccc(F)cc3C2c2c[nH]c3ccc(C#N)cc23)cc1 (centres undefined),5.17µM*
Cc1[nH]c2ccccc2c1C(=O)C(=O)NCc1nnnn1-c1ccc(F)cc1,-8.1%
CC(C)[C@@H]1Cc2[nH]c(=S)[nH]c(=O)c2[C@H](C)O1,-1.2%
CC(=O)/C=C1\OCc2cc(OCc3ccccc3)ccc21,?
NC(=O)c1ccc(NC(=O)COC(=O)CCC2CCCC2)cc1,4.2%
O=C([C@H]1O[C@@H](n2ccc(=O)[nH]c2=O)[C@H](O)[C@@H]1O)N1CCC(F)(F)CC1,-0.4%
O=S1(=O)N[C@H](Cc2ccccc2)COc2cc(N3CCSCC3)ccc21,1.2%
OC(c1cccc(Cl)c1)c1ncc(-c2ccc(Oc3ccccc3)cc2)[nH]1 (centres undefined),?
O=NN(CC(=O)NN=CC=Cc1ccccc1)CC(=O)NN=CC=Cc1ccccc1,-16.2%
COc1ccc(C(=O)N2CCC2(C)C(=O)O)cc1C(F)(F)F (centres undefined),-2.3%
Nc1ccn([C@@H]2O[C@H](C(=O)NCc3ccc4c(c3)OCO4)[C@@H](O)[C@H]2O)c(=O)n1,1.6%
Cc1nc(C(F)(F)F)ccc1C(=O)N1CCC1(C)C(=O)NCc1cccs1 (centres undefined),-8.8%
COC1=CC(=O)OC(c2cccc([N+](=O)[O-])c2)C1 (centres undefined),-22.4%
O=C(c1ccoc1)N1CCOc2ccc(CN3CCC(Oc4cccnc4)CC3)cc2C1,2.6%[9.04 µM]
CCCCN(C=O)c1c(CC)nc2c(OCCC3CCCCC3)cccn12,16.4µM*
Cc1ccc(C)c(C(O)c2ncc(-c3cccc(F)c3)[nH]2)c1 (centres undefined),-4.2%
O=C(NC(c1ccc(Cl)cc1)c1cnccn1)C1CCN(CCOc2ccc(F)cc2)CC1 (centres undefined),?
COc1cccc(S(=O)(=O)N2C[C@H](O)COC[C@H]3O[C@@H](CC(=O)N4CCN(C)CC4)CC[C@@H]32)c1,0.1%
CNC(C)C(=O)NC(C(=O)N1CCCC1C(=O)Nc1ccc2[nH]ccc2c1)C(C)C (centres undefined),3.0%
C[C@@H]1C[C@@H](CC(=O)NCC2Cc3cccc(-c4ccncc4)c3O2)NC(=S)N1 (some centres undefined),-24.2%
Cc1ccccc1-c1csc(C(O)c2ccc(F)cc2)n1 (centres undefined),?
COc1cc(OC)cc(C2=Cc3ccccc3C(CC(=O)c3ccco3)N2c2ccc(-c3ccc(C(N)=O)cc3)cc2)c1 (centres undefined),?
C=CC[C@H]1C(C(=O)OCC)=CC[C@@H](c2ccccc2)N1S(=O)(=O)c1ccc(C)cc1,?
C[C@H](CO)N1C[C@H](C)[C@H](CN(C)C(=O)Nc2ccc(C(F)(F)F)cc2)OCc2cnnn2CCCC1=O,-18.5%
O=c1[nH]c(=S)[nH]c2c1C(c1ccc(Cl)cc1)OC(CCc1ccccc1)C2 (centres undefined),?
CCCCNC(=O)c1cc(-c2ccccc2)sc1N,14.6µM*
Cc1ccc(CC(=O)Nc2cccc(C(=O)Nc3c(C)n(C)n(-c4ccccc4)c3=O)c2)cc1C,?
COc1cc(C)ccc1S(=O)(=O)NC(=O)C1(C)CCN1C(=O)Cc1ccccc1Cl (centres undefined),-8.9%
COc1ccc(-c2csc(C(O)c3ccc(F)cc3)n2)cc1OC (centres undefined),?
COc1ccccc1Cc1c(C(C)(C)C)nc2c3ccccc3ccn12,3.26µM*
COc1ccc(C(=O)OCC(=O)N2c3ccccc3CC2C)cc1S(=O)(=O)N1CCOCC1 (centres undefined),5.8%
O=C(c1[nH]c(C(F)(F)F)nc1-c1ccccc1)N1CCN(CCN2CCOCC2)CC1,1.6%
O=C(/C=C/c1ccc(O)c(O)c1)O[C@@H]1C[C@@](OC(=O)/C=C/c2ccc(O)c(O)c2)(C(=O)O)C[C@@H](O)[C@@H]1O,3.0%
Cc1nc(-[n+]2nc(-c3ccncc3)nn2-c2ccccc2)sc1C,1.46µM*
O=C(COc1cccc(F)c1)Nc1nc(-c2ccccn2)cs1,5.17µM*
CC1(C(=O)Nc2ccc3c(c2)OCCO3)CN(S(C)(=O)=O)CC(=O)N1CCc1c[nH]c2ccccc12 (centres undefined),-8.2%
CN(C)c1ccc2c(=O)cc[nH]c2c1,-5.3%
CC(C)[C@@H]1Cc2[nH][nH]c(=O)c2[C@H](C(C)C)O1,-16.1%
CCCNC(=O)C1(C)CCN(C(=O)Cc2ccc3ccccc3c2)C1 (centres undefined),?
CC1(C(=O)NCCC#N)CCN1C(=O)CC(c1ccccc1)c1ccccc1 (centres undefined),-24.3%
COc1ccc(O)c(CN2CCC3(CC2)c2ccccc2[C@@H](NC(=O)c2cccc(F)c2)[C@@H]3OC)c1,-6.1%[9.04 µM]
CC1(C)CC2(C)OC2C2(C1)N=NC(=Nc1ccccc1)O2 (centres undefined),4.11µM*
CCCCCCCCN1C(=O)[C@H](CC(=O)N2CCSCC2)C[C@@]2(C(=O)OCC)CCCC=C12,20.6µM*
Cc1cc2nc(-c3ccccc3)c(Cc3cccc(Cl)c3)n2c(C)c1Br,?

# Grouped by structure: the compounds so far containing a nitro group on carbon.
SMILES,TDP1 cell CPT
O=C(C1=C(O)C(=O)N(CCN2CCOCC2)C1c1cccc([N+](=O)[O-])c1)c1cc2ccccc2o1 (centres undefined),0.4%
COc1cc(C=NNc2ccccc2[N+](=O)[O-])cc(OC)c1OC,?
COC1=CC(=O)OC(c2cccc([N+](=O)[O-])c2)C1 (centres undefined),-22.4%

# Next section.
SMILES,TDP1 cell CPT
O=C1NC[C@H](CCCCN2C[C@H](Cc3ccc(O)cc3)N(CC3CCCCC3)C(=O)C2=O)N(CCc2ccc(O)cc2)C1=O,1.5%
OCCc1ccc(NCCc2ccco2)cc1,-0.9%
COC(=O)C1=C/C=C\CN(C(c2ccccc2)c2ccccc2)/C=C\1C(=O)OC,?
Cc1ccc2c(c1)CCO[C@@]21O[C@H](CCO)C[C@H](O)[C@H]1O,-13.9%
Cc1ccc(CN2C(=O)C(C)Oc3ccc(C)cc32)cc1 (centres undefined),?
CC1=C(C(=O)N2CCCCCC2)CC(CC(=O)NCCCN(C)C)C(=O)N1CCCN1CCCC1=O (centres undefined),8.0%
Cn1ccc2c(-c3ccc4c(c3)OCCO4)cc3c(c21)C1CCC3O1 (centres undefined),2.4%
CCN(CC(=O)Nc1c(F)cccc1F)C(=O)CSCc1ccc(C)cc1,?
COc1ccc(Cc2c(-c3cccc(Br)c3)nc3c(C)cc(Br)cn23)c(C)c1,?
O=C(NC(c1ccc(Cl)cc1)c1cnccn1)C1CCN(Cc2cccc(C(F)(F)F)c2)CC1 (centres undefined),11.6µM*
NC(c1csc(NC(=O)Nc2ccccc2Cl)n1)C1CCCCC1 (centres undefined),23.1µM*
CCC(=O)N(C)C[C@@H]1Oc2ncc(Br)cc2C(=O)N([C@@H](C)CO)C[C@H]1C,5.7%
CCCOc1ccc(F)cc1-c1cc(C(=O)NCc2cc(C(F)(F)F)cc(C(F)(F)F)c2)[nH]n1,?
COC(=O)C(C(=O)OC)c1ncccc1NS(=O)(=O)c1ccc(C)cc1,8.4%
C=CCC[C@H](CCCCC)OC(=O)/C=C/[C@H](O)[C@@H](O)C[C@@H](O)CC=C,?
CCCCNC(=O)C1(C)CCC(=O)N1CCc1c[nH]c2ccccc12 (centres undefined),0.5%
CC(C)C[C@H]1CN(CCCC[C@H]2CNC(=O)C(=O)N2CCc2ccc(O)cc2)C(=O)C(=O)N1CCC1CCCCC1,0.4%
CCCCNc1nccnc1-c1cccc(C=O)c1,18.4µM*
CCCCCNC(=O)C(c1ccccc1F)n1c(=O)c(-c2ccco2)nc2ccccc21 (centres undefined),?
O=C(CCC1CCN(C(=O)CC2=CCCCC2)CC1)NCc1ccc(F)cc1,?
CC1(C(=O)Nc2ccc3c(c2)OCO3)CCN1C(=O)Cc1cc(F)ccc1F (centres undefined),-26.2%
COc1ccc(C(=O)N2CCCCC2c2cc(C(=O)NCc3cccnc3)no2)cc1 (centres undefined),-11.1%
Cc1ccc(CC#N)c(-c2c(CC#N)ccc(C)c2C)c1C,?
COc1ccc(OC)c(NC(=O)C2(C)CCN2C(=O)CC2CC2)c1 (centres undefined),-10.5%
COc1cc(S(=O)(=O)N2CCN(C(=O)c3cccs3)CC2)ccc1NC(C)=O,1.4%
O=C(Nc1cccc(Oc2ccccc2)c1)C1Cc2c(-c3ccccc3)ccnc2O1 (centres undefined),23.1µM*
CC(=O)N1CCCc2cc(S(=O)(=O)N(C)CC(=O)Nc3ccccc3)ccc21,?
COc1cccc(-c2cc3nc(NCc4ccc5occc5c4)n(C)c(=O)c3s2)c1,-23.8%
NCCNC(=O)c1ccc(Cl)cc1,-5.1%
Cc1cnc(-n2ncc(C(=O)NCCc3ccncc3)c2-c2cccs2)nc1-c1ccc(F)cc1,?
CCO/C(C)=N/Oc1cncnc1,-13.8%
CC(=O)C1=CCC(c2ccc(Cl)cc2)N(S(=O)(=O)c2ccccc2)C1 (centres undefined),20.6µM*
CC(=O)Nc1cc(-c2cccc(C)c2)cn2c(-c3ccc(S(C)(=O)=O)cc3)cnc12,14.6µM*
COc1ccc(C(C(=O)NC(C)(C)C)n2c(-c3ccc(=O)[nH]c3)nc3ccccc32)cc1 (centres undefined),9.2µM*
COc1ccc(-c2ccc(C(=O)NCc3ccc(C(F)(F)F)cc3)c3occc23)c(C)c1,18.4µM*
CN1CCCN(C(=O)[C@@H]2C[C@@H](Sc3nc4ccccc4[nH]3)CN2Cc2ccc(OC(F)(F)F)cc2)CC1,-15.6%[9.04 µM]
O=C(c1ccncc1)N1CCN(c2cc(-c3ccccc3)nc3cc(-c4cccc(Cl)c4)nn23)CC1,11.6µM*
